# Bioassay records: PubChem, Milwaukee Institute for Drug Discovery
# HCV NS3h FP: HCV NS3 helicase inhibitors, primary screen, biochemical, fluorescence polarization, ChemBridge library; AID 687043, 2013; inhibition, % at 100 µM; NS3h Cy5-dT15 DNA binding; Hepatitis C virus NS3 helicase; 16,000 compounds, 1.6% hits;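 active = inhibition above the average over every tested compound plus 3 SD, cut at about 40% in these data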
# Cy5 interf NS3h: Cy5 fluorescence quenchers or enhancers, artefact control for HCV NS3 helicase inhibitor project, biochemical, ChemBridge library, Cy5 readout; Cy5-dT15 DNA with NS3h, fluorescence interference; actives lie on both sides; signal over control mean, under 1 quenches; fluorescence interference ratio at 100 µM; 16,000 compounds, 6% hits; AID 720488, 2013;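 active = compound fluorescence over control fluorescence at most 0.8, a quencher, or at least a set upper limit, an enhancer; inactive = ratio between 0.8 and the set upper limit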
# The depositor's hits bear a star. Random draw from the library; 7.6% or so of the library scored in one or more.
SMILES,HCV NS3h FP,Cy5 interf NS3h
CCOC(=O)c1c(C)oc2cc(Br)c(OCC(=O)OCc3ccccc3)cc12,19,0.88
COc1ccc(CP(=O)(c2ccccc2)c2ccccc2)cc1,-2,1
COc1ccccc1N(CC(=O)NCCc1ccccc1)S(=O)(=O)c1ccccc1,16,1
O=[N+]([O-])c1ccc(Cl)c(N2CCCC2)c1,9,1
O=C(Nc1ccc(N2CCOCC2)cc1)c1ccc(-c2ccccc2[N+](=O)[O-])o1,10,1.2
COc1cc(C(O)C[N+](=O)[O-])ccc1OCc1ccccc1 (stereo not given),8,0.97
O=C(COc1ccccc1F)Nc1nc(-c2cccs2)c(NC(=O)c2ccccc2)s1,15,0.87
O=C(Nc1nc(CC23CC4CC(CC(C4)C2)C3)cs1)c1ccc(F)cc1,11,1.1
CCOC(=O)C1=C(C)NC2=C(C(=O)CCC2)C1c1ccc(I)cc1 (stereo not given),12,0.94
CC(=O)N1CCN(c2ccc([N+](=O)[O-])cc2Cl)CC1C (stereo not given),-9,0.94
CCOC(=O)c1cc2n(n1)C(C(F)(F)F)CC(c1ccco1)N2 (stereo not given),1,1
O=Cc1cccc(OCc2ccccc2F)c1,10,0.88
O=C1C(=O)N(Cc2ccccc2)C(c2ccccc2F)C1=C(O)c1ccccc1 (stereo not given),-3,1
Cc1cccc(C)c1NC(=S)NC(=O)/C=C/c1ccccc1,-1,1
O=C(c1ccccc1Br)N1CCN(c2cc(N3CCCC3)c(F)cc2[N+](=O)[O-])CC1,-19,0.89
COc1ccccc1N1CCN(C(=O)c2ccccc2Oc2ccccc2)CC1,10,1
COCCNC(=O)C(=O)Nc1cc(OC)ccc1OC,-12,0.99
COc1ccc(C2Nc3ccccc3C(=O)N2Cc2ccco2)cc1Cn1nc(C)c([N+](=O)[O-])c1C (stereo not given),7,0.96
CCOc1ccccc1NC(=O)CN(c1cc(OC)ccc1OC)S(C)(=O)=O,8,0.91
CCN1C(=O)/C(=C\c2ccc(Cl)c([N+](=O)[O-])c2)SC1=S,4,1
CCc1ccc(NC2=C(Cl)C(=O)N(c3ccc(Br)cc3)C2=O)cc1,-1,1
OC(=Cc1nc2ccccc2nc1C=C(O)c1ccccc1)c1ccccc1,14,0.96
COc1ccccc1NC(=O)C(=O)NCc1ccccc1,-1,0.97
Cc1ccc(C(=O)Oc2cccc(C3C4=C(Nc5c3c(=O)n(C)c(=O)n5C)c3ccccc3C4=O)c2)cc1 (stereo not given),5,1
O=C1OC(c2ccccc2)=N/C1=C\c1c(Cl)cccc1Cl,6,1

# The results go on.
SMILES,HCV NS3h FP,Cy5 interf NS3h
O=S(=O)(c1ccc2ccccc2c1)N1CCc2ccccc21,18,0.99
Cc1ccc(-c2nc3cc(Cl)ccc3o2)cc1NC(=O)c1ccc(-c2ccc([N+](=O)[O-])cc2)o1,-7,1
C=CCN1C(=O)/C(=c2\sc3n(c2=O)C(c2ccc(OC)c(OC)c2)C(C(=O)OC)=C(C)N=3)c2ccccc21 (stereo not given),12,0.87
NC(=O)COc1ccc(/C=c2/sc3n(c2=O)CCCN=3)cc1,10,1.2*
CCCC1CCc2c(sc(NC(=O)/C=C\C(=O)O)c2C(N)=O)C1 (stereo not given),1,0.99
COc1ccc(S(=O)(=O)N(CC(=O)N2CCOCC2)c2ccc(C)cc2)cc1OC,1,1
O=C1C(=O)N(c2ncc(S(=O)(=O)c3ccc([N+](=O)[O-])cc3)s2)C(c2ccc(F)cc2)C1=C(O)c1ccc(Cl)cc1 (stereo not given),12,0.87
COC(=O)c1ccc(C(=O)OC)c(NC(=O)Cc2ccccc2[N+](=O)[O-])c1,10,0.78*
CCOC(=S)NC(=NS(=O)(=O)c1ccc(C)cc1)c1ccccc1,-2,1
COc1ccc(/C=C2/SC(=O)N(c3ccccc3)C2=O)c(OC)c1,9,0.97
COC1C(C)=CC(=O)N1Cc1ccccc1 (stereo not given),2,1
CCc1cccc(NC2(c3ccccc3)C(=O)c3ccccc3C2=O)c1,69*,0.76*
Cc1c(NC(=O)/C=C/c2ccc(Br)cc2)c(=O)n(-c2ccccc2)n1C,2,1
CC1=C(C(=O)OCC2CCCO2)C(c2c(F)cccc2Cl)C2=C(CC(C)(C)CC2=O)N1 (stereo not given),8,0.87
CCN1C(=O)/C(=C\c2ccc(OC(=O)c3cccs3)c(OC)c2)SC1=S,12,0.99
O=C(COc1ccccc1Cl)Nc1cccc(NC(=O)c2cccc(Cl)c2)c1,8,0.91
O=C(NC(=S)Nc1ccc(N2CCOCC2)cc1)c1ccco1,3,0.93
C=CCn1cc(C)c(=O)n(CC=C)c1=O,5,1
COc1ccccc1NC(=O)CSc1ccc(Cl)cc1Cl,9,0.86
COc1ccc2nc(SCC(=O)NCc3ccccc3)[nH]c2c1,6,1
O=[N+]([O-])c1ccc(NC(=NS(=O)(=O)c2ccccc2)c2ccccc2)cc1,10,0.94
CC(C)(C)c1ccc(S(=O)(=O)Nc2ccc(O)c(Cl)c2)cc1,10,0.97
O=C1c2ccccc2NC(c2c(Cl)cccc2Cl)N1Cc1ccccc1 (stereo not given),6,0.9
COCCCNC(=O)C(=O)Nc1ccc(Cl)cc1,12,0.97
O=C(Nc1ccccc1Cl)C1CN(S(=O)(=O)c2ccccc2)CCN1S(=O)(=O)c1ccccc1 (stereo not given),11,1.4*

# Brought forward from above: seven compounds, followed by the next part.
SMILES,HCV NS3h FP,Cy5 interf NS3h
COc1ccccc1NC(=O)CSc1ccc(Cl)cc1Cl,9,0.86
COc1ccc2nc(SCC(=O)NCc3ccccc3)[nH]c2c1,6,1
O=[N+]([O-])c1ccc(NC(=NS(=O)(=O)c2ccccc2)c2ccccc2)cc1,10,0.94
CC(C)(C)c1ccc(S(=O)(=O)Nc2ccc(O)c(Cl)c2)cc1,10,0.97
O=C1c2ccccc2NC(c2c(Cl)cccc2Cl)N1Cc1ccccc1 (stereo not given),6,0.9
COCCCNC(=O)C(=O)Nc1ccc(Cl)cc1,12,0.97
O=C(Nc1ccccc1Cl)C1CN(S(=O)(=O)c2ccccc2)CCN1S(=O)(=O)c1ccccc1 (stereo not given),11,1.4*
O=C1CC(Nc2ccc(N3CCOCC3)cc2)C(=O)N1c1cccc(C(F)(F)F)c1 (stereo not given),-3,0.94
COCCCNC(=O)CN(c1ccc(C)c(Cl)c1)S(C)(=O)=O,6,1.1
O=C(Nc1ccc2c(c1)Cc1ccccc1-2)c1cc(Br)ccc1Cl,3,1.1
CCc1ccc(OCC(=O)Nc2ccc(-c3nc4ccccc4s3)c(O)c2)cc1,1,1.1
Cc1ccc(C)c(COc2cc3oc(=O)c4c(c3cc2Cl)CCC4)c1,4,1.2
COc1ccc(CNS(=O)(=O)c2ccc(NC(C)=O)cc2)cc1,-1,0.98
CC(=O)c1ccc(NC(=S)NC(NC(=O)c2ccc(Br)cc2)C(Cl)(Cl)Cl)cc1 (stereo not given),-1,1
COC(=O)CN(c1ccc(C)cc1)S(=O)(=O)c1ccccc1,5,0.99
COc1ccccc1/C=C1/SC(=O)N(CNc2cccc([N+](=O)[O-])c2)C1=O,3,0.99
O=C(O)CN1C(=O)/C(=C\c2cc(Br)cc(Cl)c2O)SC1=S,25,1
CCC(=O)Nc1ccc(N2CCN(C(C)=O)CC2)cc1,-1,1
N#CCCOCc1cccc2ccccc12,4,1
Cc1cc(=O)[nH]c(SC(C(=O)c2ccccc2)c2ccccc2)n1 (stereo not given),17,1
CC(NS(=O)(=O)N(C)C)c1ccc(-c2ccccc2)cc1 (stereo not given),1,0.98
CCc1ccccc1N(CC(=O)NCCc1ccccc1)S(C)(=O)=O,4,1.1
CC(C)(C)P(=O)(c1ccc(C(=O)O)cc1)C(C)(C)C,-6,1.1
CC(=O)Nc1ccc(-c2ccco2)cc1,6,0.99
CC(N=C1NS(=O)(=O)c2ccccc21)c1ccccc1 (stereo not given),2,1
Oc1ccc2ccccc2c1CN1CCOCC1,-15,0.97
Cc1ccc(NC(=S)NC(=O)/C=C/c2ccccc2)cc1C,16,1
C/C(=N/N=C1\NC(=O)C(CC(=O)Nc2ccc(Cl)cc2Cl)S1)c1ccc(Cl)cc1 (stereo not given),-29,1.2
COc1ccc(-c2nc3cc(NC(=S)NC(=O)c4ccco4)ccc3o2)cc1OC,13,1.1
CCOc1cc(/C=C2\C(=O)NC(=O)N(c3ccc(Cl)cc3)C2=O)cc(Br)c1OC,7,1
O=C(Nc1cccc(Br)c1)c1ccc(N2C(=O)c3ccccc3C2=O)cc1,2,1
CCN(CC)C(=O)CN(c1ccc(OC)cc1)S(C)(=O)=O,6,1.1

# Going on with the list:
SMILES,HCV NS3h FP,Cy5 interf NS3h
CN(C)CCN1C(=O)C(=O)C(=C(O)c2ccccc2)C1c1ccc(Cl)cc1Cl (stereo not given),4,0.88
COC(=O)c1cccc(NC(=O)CSCc2ccccc2)c1,9,1
COc1cc2c(cc1OC)C1=CC(=O)C(=O)N1C(C)(C)C2,4,0.9
O=C(NC(NC(=S)Nc1cc(Cl)ccc1Cl)C(Cl)(Cl)Cl)c1ccccc1Cl (stereo not given),6,0.94
CC(NC(=O)CN(c1ccc(Br)cc1)S(C)(=O)=O)c1ccccc1 (stereo not given),0,0.99
Cc1cccc(N=C2NC(=O)/C(=C3/C(=O)N(C)c4ccccc43)S2)c1C,19,0.92
CC1=[N+]([O-])C(C)(C)C(c2cccs2)=[N+]1[O-],1,1
Cc1ccc(C(=O)N/C(=C\c2sccc2C)C(=O)NCC(C)C)cc1,8,0.93
CC(C)=C1C(=O)NN(c2cccc(Br)c2)C1=O,6,1.1
N#Cc1c(N2CCCCC2)ncc2cc3ccccc3nc12,12,1.1
O=[N+]([O-])c1ccc(Cl)c(/C=N\N2CCN(c3ccccc3)CC2)c1,12,1
Cc1ccc(S(=O)(=O)n2c(C)nc3ccccc32)cc1,-1,1.1
Cc1ccccc1NC(=O)C(=O)NCc1cccnc1,4,1.1
O=C(Nc1ccccc1-c1ccccc1)c1cccc(I)c1,23,0.91
NC(=O)C1CCCc2c1[nH]c1ccccc21 (stereo not given),0,0.97
CC(=O)C1(Nc2ccccc2)CC(C)=NN1C(=O)c1ccccc1 (stereo not given),1,0.99
N/C(=N/OC(=O)c1ccccc1F)c1ccc([N+](=O)[O-])cc1,-6,0.78*
COc1cc(NC(=O)c2ccccc2[N+](=O)[O-])ccc1NC(=O)c1cc2ccccc2o1,16,0.87
CCn1ccnc1C(O)c1cccc(OC)c1 (stereo not given),-11,0.95
CC(C(=O)N1C(C)CCCC1C)N1C(=O)c2ccccc2C1=O (stereo not given),4,1
COc1ccccc1CNC(=O)C1CC(=O)N(c2ccc(C)cc2)C1 (stereo not given),11,1.1
Cc1cc(C)n(C(=O)COc2cccc3ccccc23)n1,8,1.2
COc1cc(/C=C/c2[nH]c(=O)[nH]c(=O)c2[N+](=O)[O-])cc(Br)c1OCc1ccccc1,13,1.1
O=C(Nc1ccc(N2CCOCC2)cc1)c1cc2ccccc2o1,12,1
O=C(CN(c1cccc(Br)c1)S(=O)(=O)c1ccccc1)NCCc1ccccc1,9,1

# Part of the list above, with two lines to a compound.
# Screens in order: HCV NS3h FP	Cy5 interf NS3h
O=C(COc1ccccc1F)Nc1nc(-c2cccs2)c(NC(=O)c2ccccc2)s1
  15	0.87
O=C(Nc1nc(CC23CC4CC(CC(C4)C2)C3)cs1)c1ccc(F)cc1
  11	1.1

# Molecules from the list above that contain a tert-butyl group (2):
SMILES,HCV NS3h FP,Cy5 interf NS3h
CC(C)(C)c1ccc(S(=O)(=O)Nc2ccc(O)c(Cl)c2)cc1,10,0.97
CC(C)(C)P(=O)(c1ccc(C(=O)O)cc1)C(C)(C)C,-6,1.1

# Compound profiles, from the list above:
# Record of `O=C(c1ccccc1Br)N1CCN(c2cc(N3CCCC3)c(F)cc2[N+](=O)[O-])CC1` = HCV NS3h FP = -19; Cy5 interf NS3h = 0.89
# Record of `CCOC(=O)c1cc2n(n1)C(C(F)(F)F)CC(c1ccco1)N2` (stereo not given) = HCV NS3h FP = 1; Cy5 interf NS3h = 1
# Record of `O=[N+]([O-])c1ccc(Cl)c(/C=N\N2CCN(c3ccccc3)CC2)c1` = HCV NS3h FP = 12; Cy5 interf NS3h = 1

# Next results.
SMILES,HCV NS3h FP,Cy5 interf NS3h
O=C(NCc1cccs1)c1cnn2c1NC(c1ccc(Br)cc1)CC2C(F)(F)F (stereo not given),19,0.49*
CN(C)C(=O)c1ccc(Br)cc1,0,1
COc1ccc(Cl)cc1NC(=O)C1=C(C)NC(=O)NC1c1ccccc1Cl (stereo not given),15,0.93
O=C1NC(=Nc2ccccc2)S/C1=C/c1ccc(O)cc1,8,1.3*
O=C(Nc1ccc(-c2cn3ccccc3n2)cc1)c1ccccc1Cl,19,0.92
O=C(Nc1cccnc1)c1cccc(Cl)c1Cl,13,0.72*
CCN(CC)c1ccc(/C=C2\C(=O)NC(=S)N(c3ccc(Cl)cc3)C2=O)o1,18,1
Cc1cccc(-c2nc3cc(NC(=O)c4ccc(Br)o4)ccc3o2)c1,0,1
Cc1cc(/C=N\n2cnnc2)c(C)n1-c1ccccc1,-6,1
O=C1NC2=Nc3ccccc3NC(c3ccccc3)=C2C(c2ccc(OC(F)F)cc2)N1 (stereo not given),-4,1.1
O=C(COC(=O)c1cc2ccccc2s1)Nc1cccc2ccccc12,2,1
